# Bioassay records (PubChem BioAssay)
# CCR6 antag: blocks CCL20-driven beta-arrestin recruitment at human CCR6; CHO-K1 CCR6 PathHunter beta-arrestin, luminescence, CCL20-stimulated; P51684; AID 493098; inhibition, % at 20 µM; actives 0.49% (n = 340,000);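 active = compounds whose inhibition of the agonist-driven luminescence signal at 20 µM reaches about 50%, limit read from the data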;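 note: cells stimulated with CCL20 at 14 nM final; plate controls were DMSO with CCL20 for no effect and DMSO without agonist for full effect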
# Target sequence (P51684 whole entry, looked up): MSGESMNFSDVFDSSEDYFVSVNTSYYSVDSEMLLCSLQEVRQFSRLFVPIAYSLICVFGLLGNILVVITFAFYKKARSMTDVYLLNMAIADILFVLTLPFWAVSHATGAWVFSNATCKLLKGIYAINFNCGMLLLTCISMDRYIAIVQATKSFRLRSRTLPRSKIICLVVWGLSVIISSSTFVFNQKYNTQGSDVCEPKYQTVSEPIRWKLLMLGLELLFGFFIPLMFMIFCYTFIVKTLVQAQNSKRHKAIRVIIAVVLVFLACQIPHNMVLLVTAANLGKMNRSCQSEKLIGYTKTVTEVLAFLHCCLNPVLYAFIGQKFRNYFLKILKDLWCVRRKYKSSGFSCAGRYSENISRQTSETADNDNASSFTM
# 697 NFkB inh: lowers PMA/ionomycin-induced NF-kB signal in 697 B cells | 697 B-cell NF-kB luciferase reporter, 16 h | inhibition, % at 4 µM | actives 0.33% (n = 330,000) | AID 435022; in the data active = inhibition above about 35%
# EBI2 antag: EBI2 (human) antagonism; P32249; EBI2 beta-arrestin recruitment, luminescence, 7a,25-OHC stimulated; inhibition, % at 5 µM; actives 0.81% (n = 360,000); in the data active = inhibition above about 38%;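 note: enzyme fragment complementation signal reports receptor beta-arrestin coupling in cells; 0% = agonist plus DMSO wells and 100% = wells without agonist; some results beyond the cut were filed as inactive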
# Target sequence (P32249 whole entry, looked up, the tested form may be a part): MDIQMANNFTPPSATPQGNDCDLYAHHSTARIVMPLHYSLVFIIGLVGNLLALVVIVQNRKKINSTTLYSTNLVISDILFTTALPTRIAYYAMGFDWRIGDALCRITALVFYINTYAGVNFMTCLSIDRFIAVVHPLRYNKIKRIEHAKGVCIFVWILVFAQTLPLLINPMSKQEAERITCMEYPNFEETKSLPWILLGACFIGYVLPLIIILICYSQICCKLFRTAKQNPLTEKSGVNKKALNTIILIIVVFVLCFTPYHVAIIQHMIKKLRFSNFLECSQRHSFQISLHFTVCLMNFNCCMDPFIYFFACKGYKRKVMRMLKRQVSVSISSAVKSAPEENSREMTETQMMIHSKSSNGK
# Gli-Sufu antag: blocks Gli-Sufu signaling in a luciferase reporter | Sufu-KO-LIGHT fibroblasts, Gli luciferase reporter luminescence | inhibition, % at 5 µM | actives 0.74% (n = 340,000);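 active = inhibition above about 55%, limit read from the data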;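 note: 0% = DMSO-treated cells and 100% = wells with medium but no cells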
# UBC13 polyUb: blocks human UBC13 polyubiquitin chain formation. P61088. TR-FRET. inhibition, % at 20 µM. actives 0.47% (n = 330,000); in the data active = inhibition above about 45%, passing the limit was not always enough
# Target sequence (P61088 whole entry, looked up): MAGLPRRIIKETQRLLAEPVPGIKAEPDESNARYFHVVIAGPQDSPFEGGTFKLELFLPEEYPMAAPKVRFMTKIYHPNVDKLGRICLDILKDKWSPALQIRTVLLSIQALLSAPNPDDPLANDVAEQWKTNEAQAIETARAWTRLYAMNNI
# Jurkat NFkB inh: inhibitors of the PMA/ionomycin-induced NF-kB reporter in Jurkat cells; PMA/ionomycin-induced NF-kB luciferase reporter, luminescence; inhibition, % at 4 µM; actives 0.53% (n = 330,000); AID 435003; in the data active = inhibition above about 50%
# CXCR6 inh: CXCR6 (human) receptor inhibition; CHO-K1 PathHunter CXCR6 beta-arrestin, luminescence; inhibition, % at 20 µM; actives 0.36% (n = 360,000); AID 602244; in the data active = inhibition above about 34%, passing the limit was not always enough;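 note: antagonist mode with CXCL16 agonist at 10 nM final; 0% = 10 nM CXCL16 with DMSO and 100% = unstimulated wells without agonist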
# APJ antag: antagonists of human APJ apelin receptor. actives 0.32% (n = 330,000). P35414. inhibition, % at 20 µM. CHO-K1 APJ beta-arrestin complementation, luminescence;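 active = inhibition above about 40% at 20 µM, limit read from the data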;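 note: cells challenged with 10 nM apelin-13 agonist together with compound; plate controls were apelin-13 plus DMSO wells for no effect and DMSO wells lacking apelin-13 for full effect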
# * marks the source's active call; other numbers are inactive results; i = inactive; / = not tested or not shown.
Compound,CCR6 antag,697 NFkB inh,EBI2 antag,Gli-Sufu antag,UBC13 polyUb,Jurkat NFkB inh,CXCR6 inh,APJ antag
COCCN(Cc1ccc(F)cc1)C(=O)c1cc2ccccc2oc1=O,4,6,0,-4,-7,5,0,4
Cc1ccc2nc(/C(C#N)=C/c3ccc(O)c(O)c3)[nH]c2c1,42,-41,24,-31,-119,1,18,28
COc1ccccc1CCCNC(=O)C1CCC(=O)N(CCCN2CCCC2=O)C1 (centres undefined),4,1,-4,45,-4,-1,14,9
COc1c2c(c(OC)c3c1c(=O)c1ccccc1n3C)OCO2,-2,/,-6,-11,/,/,4,/
COc1ccccc1NC(=S)N/N=C1\CC(C)(C)Oc2ccc(O)cc21,23,1,15,4,38,5,8,30
Cc1cnc(C(=O)NCc2ccc(F)cc2)cn1,-12,4,-1,-13,6,6,4,-4
Cc1ccc(NC(=O)CSCC(=O)OC(C)C(=O)Nc2ccc(S(N)(=O)=O)cc2)c(C)c1 (centres undefined),17,-12,-2,2,-9,-9,5,-57
CCCCC(=O)Nc1nn(C)c2nc3c(C)cccc3cc12,-3,15,2,11,12,4,-4,-7
CN(c1ccccc1)S(=O)(=O)CS(=O)(=O)N(C)c1ccccc1,5,/,11,-3,/,/,6,/
COc1ccc(NS(=O)(=O)c2cccc(C(=O)NCC3(N(C)C)CCCCC3)c2)cc1,3,-8,-1,16,-2,-12,-1,9
O=C(COC(=O)c1ccc[nH]c1=O)NCCc1ccc(F)cc1,7,15,-12,1,9,3,2,3
Cc1ccccc1OCCC(=O)OCC(=O)c1c(N)n(CC(C)C)c(=O)n(C)c1=O,6,-17,5,19,2,20,0,-35
COc1ccc(CCN2C(=S)N(c3ccccc3)C(=O)C2CC(=O)O)cc1OC (centres undefined),3,-10,-5,0,0,-2,-2,9
CC(=O)N1c2ccc(S(=O)(=O)NCCC(=O)Nc3ccc(OC(F)(F)F)cc3)cc2CC1C (centres undefined),28,-9,-13,11,-2,7,-4,18
Cc1cccc(C)c1NC(=O)COC(=O)[C@@H]1CCCN1C(=O)c1cccs1,6,15,5,1,4,2,-12,5
O=C(NC(=S)Nc1ccccc1)c1cc([N+](=O)[O-])ccc1N1CCOCC1,26,-32,10,13,-11,14,13,-9
C[C@H](NC(=O)c1[nH]cnc1C(=O)Nc1ccc(CNC(=O)OC(C)(C)C)cc1)C(=O)OC(C)(C)C,-10,-26,-27,5,-17,-4,-15,2
O=C(NC(=S)NC1CCSC1=O)c1ccccc1F (centres undefined),-1,-1,-5,-2,4,4,-8,7
O=C(COc1ccccc1)N1CCN(C(=O)c2cccc(F)c2)CC1,-14,3,30,-4,18,2,3,-10
COC(=O)c1ccc(Cl)c(NC(=O)Cc2ccccc2[N+](=O)[O-])c1,27,14,1,7,4,2,4,-7
O=C(Nc1ccc([N+](=O)[O-])cn1)C1CC2CCC1C2 (centres undefined),6,-44,-8,6,-12,28,-15,9
N/C(=N\OC(=O)Cc1ccccc1)c1ccccn1,-4,-58,0,-20,-8,-40,-3,7
CCC(NC(=O)Nn1cnnc1)(C(F)(F)F)C(F)(F)F,3,-5,-6,0,-3,-8,8,-9
Cc1ccc(NC(=O)C(C)OC(=O)C2CC3CCCC(C2)C3=O)cc1S(=O)(=O)N1CCOCC1 (centres undefined),5,/,-3,-5,/,/,-4,/
NC(=O)C1CCN(c2ccc(S(=O)(=O)N3CCCCC3)cc2[N+](=O)[O-])CC1,8,-8,3,4,-6,12,7,18
CCCCn1c(N)c(N(CCOC)C(=O)c2ccc(Cl)c(S(=O)(=O)N3CCCC3)c2)c(=O)[nH]c1=O,-9,-2,6,-1,4,5,-9,3
CCCCNC(=O)C1Cc2cc(S(=O)(=O)N3CCCC3)ccc2N1C(C)=O (centres undefined),9,-1,-2,-3,-2,-2,-4,26
OCCC1CN(Cc2ccc3nsnc3c2)CCN1C1CCCC1 (centres undefined),-14,-1,3,8,-6,-2,1,-10
O=C(CSc1nc2cccnc2n1Cc1ccccc1)N1CCCC1,-1,-10,-8,-8,-5,9,1,-28
Oc1ccc(-c2[nH]ncc2-c2ccc(Br)cc2)c(O)c1,-2,-5,10,8,15,2,-13,-6
NC(=O)c1nsc(C(=O)N(CC(=O)NC2CCCCC2)Cc2ccc(F)cc2)c1N,3,-5,-1,6,17,2,6,-2
CC1(C)CC(=O)C2=C(C1)OC(N)=C(C#N)C2c1cn(-c2ccccc2)nc1-c1ccc(F)cc1 (centres undefined),3,-11,6,-10,-2,4,1,11
CCCN1CCC(NC(=O)C2CC=CCC2C(=O)O)CC1 (centres undefined),5,8,-8,1,1,0,2,9
CC(Sc1nc(N)c2c3c(sc2n1)CSC(C)(C)C3)C(=O)Nc1ccccc1 (centres undefined),15,2,9,7,3,-5,-8,-7
O=C(CSc1nnc(Cn2nnc3ccccc32)o1)Nc1ccc(Cl)cc1,1,1,-4,5,-4,0,-9,8
COc1cccc2c1OCC/C2=N\NC(=O)COc1ccc(C)cc1,-15,-3,3,-11,-8,6,11,5
O=C(CCCn1ncn2c(cc3occc32)c1=O)N1CCc2ccccc2C1,-15,9,-5,-6,4,6,1,8
CCOC(=O)c1ccc(-n2c(C)ccc2C)cc1,-5,7,2,31,0,5,4,-4
O=C(NCCc1ccccc1)c1cccc(NC(=O)C2CCC2)c1,4,/,-9,-58,/,/,7,/
CCNC(=S)N(CCN(C)C)Cc1cc2cc3c(cc2[nH]c1=O)OCO3,6,-1,2,14,-7,-13,-10,0
CC(Oc1ccc(Cl)cc1)/C(N)=N/O (centres undefined),5,-11,-4,-6,1,-11,-3,4
CC(CNS(=O)(=O)c1ccccc1)(c1ccccc1)N1CCCCC1 (centres undefined),5,5,9,10,-4,-9,5,20
Nn1c(=O)c2ccccc2n2c(SCc3ccc(C(F)(F)F)cc3)nnc12,-20,17,17,5,2,-4,-8,19
O=C(O)Cc1sc(Nc2ccccc2)nc1-c1ccc(Cl)cc1,-1,-75,-1,0,-5,-79,4,-4
Cc1cc(OCC(=O)NC2CCN(C)CC2)ccc1[N+](=O)[O-],2,9,-1,23,-8,3,3,11
Nc1nc(CSc2ccccc2)nc(N2CCCCC2)n1,15,-57,23,-53,11,-38,15,18
CCCCNc1c(-c2ccc(OC)c(Sc3ccc(OC)cc3)c2)nc2ccccn12,-28,-24,-75,54,34,-4,-15,-157
CCCN(CC(=O)Nc1ccccc1C)C(=O)COc1ccc2c(c1)CCC2,17,-8,5,-1,14,6,3,11
CC(NC(=O)COC(=O)CNS(=O)(=O)/C=C/c1ccccc1)c1ccccc1 (centres undefined),-2,5,-7,-6,10,25,-13,-10
Oc1ccccc1N1CCN(CC(O)COC2CCCc3ccccc32)CC1 (centres undefined),8,-1,7,-8,7,12,0,20
Cc1ccc(C(=O)Nc2ccc(S(=O)(=O)Nc3cnc4ccccc4n3)cc2)cc1,6,-23,-4,-15,5,-11,4,-7
O=C(Nc1cc(S(=O)(=O)N2CCCCC2)ccc1Cl)c1ccncc1,12,8,5,0,-3,14,-3,5
CC1=C(C(=O)Nc2ccccc2)C(c2ccc(C)o2)N2C(=O)CSC2=N1 (centres undefined),12,16,/,3,0,7,/,12
CC1C/C(=N/N2C(=O)CSC2=S)CC(C)(C)C1 (centres undefined),12,-6,0,4,-5,5,0,-25
CCOC(=O)N1CCC(NS(=O)(=O)c2cc3c(cc2Cl)NC(=O)CO3)CC1,-3,-2,-5,10,6,7,-1,-7
COc1ccc(CNCCC(c2ccc(OC(C)C)cc2)c2ccccc2OC)cc1OC (centres undefined),15,-22,9,35,23,12,4,14
CC(C)CCNC(=O)Cc1csc(-c2ccccc2)n1,9,11,-10,/,-10,2,-5,-3
COc1ccccc1CCNC(=O)C1CCC(=O)N(C2CC2)C1 (centres undefined),-5,-36,-6,17,-4,-9,-4,-9
CC1=C(C(=O)N2CCOCC2)C(c2ccc(OC(F)F)cc2)NC(=S)N1c1ccccc1 (centres undefined),-3,15,2,7,-12,-10,-11,15
NC(=O)Cn1c(-c2nonc2N)nc2ccccc21,12,-6,17,-7,0,-3,-3,16

# Taken from above.
# CCR6 antag with Cc1ccc(C(=O)Nc2ccc(S(=O)(=O)Nc3cnc4ccccc4n3)cc2)cc1 : 6
# APJ antag with CC1=C(C(=O)Nc2ccccc2)C(c2ccc(C)o2)N2C(=O)CSC2=N1 (centres undefined) : 12
# CXCR6 inh with O=C(NCCc1ccccc1)c1cccc(NC(=O)C2CCC2)c1 : 7

# Given as labelled records: part of the list above
CCOC(=O)N1CCC(NS(=O)(=O)c2cc3c(cc2Cl)NC(=O)CO3)CC1
  CCR6 antag = -3	697 NFkB inh = -2	EBI2 antag = -5	Gli-Sufu antag = 10	UBC13 polyUb = 6	Jurkat NFkB inh = 7	CXCR6 inh = -1	APJ antag = -7
COc1ccccc1CCNC(=O)C1CCC(=O)N(C2CC2)C1 (centres undefined)
  CCR6 antag = -5	697 NFkB inh = -36	EBI2 antag = -6	Gli-Sufu antag = 17	UBC13 polyUb = -4	Jurkat NFkB inh = -9	CXCR6 inh = -4	APJ antag = -9

# Further results follow.
Compound,CCR6 antag,697 NFkB inh,EBI2 antag,Gli-Sufu antag,UBC13 polyUb,Jurkat NFkB inh,CXCR6 inh,APJ antag
O=C(NCCCCNC(=O)c1ccc(Cl)s1)c1ccc(Cl)s1,23,-3,11,3,-2,1,8,14
Clc1ccc(-c2csc(N3CCC(c4ccccc4)C3)n2)cc1 (centres undefined),3,-101,0,-66,-10,-74,1,14
CCCc1nc(SCC(=O)Nc2ccc(N3CCOCC3)cc2)c2ccccc2n1,2,-11,12,21,9,9,-10,-1
N#C/C(=C\c1cc([N+](=O)[O-])c(N2CCCCC2)cc1N1CCCCC1)c1nn(-c2ccccc2)c(N)c1C#N,35,-30,11,28,-50,-1,36,32
Cc1ccc(C(=O)/C=C/c2ccc(-c3ccc(C)cc3)o2)cc1,17,-39,22,-21,-1,-2,33,-8
S=c1[nH]nc(COc2ccccc2)n1/N=C/c1ccco1,8,-1,-8,2,-1,12,-16,8
Cc1cc(C(=O)CSc2nnc(-c3ccccc3)n2C)c(C)n1C,-6,5,8,-7,-5,8,-1,0
CCOc1ccc(NC(=O)CN(C)c2ccc(S(=O)(=O)N3CCOCC3)cn2)cc1OCC,-16,9,-3,-126,11,11,-7,5
CN(C)c1ccc(/C=N/NC(=O)CNC(=O)c2ccco2)cc1,6,-5,0,-12,-7,-2,-1,-14
C=C(C)Cn1c(C)cc(C)c(S(=O)(=O)c2ccc(C)cc2)c1=O,18,5,20,16,13,7,1,3
CCOc1ccc2c(c1)c(N=O)c(O)n2C,8,2,-5,3,-9,11,15,1
Cc1ccc(C(=O)N2CCN(S(=O)(=O)N3CCCCCC3)CC2)cc1,10,0,31,-9,-3,-9,2,7
CCCCNC(=S)NC(C)(C)CO,-2,-15,-2,-15,-8,2,-8,4
O=S(=O)(NCc1cc(-c2ccccc2)no1)c1ccc(Cl)cc1,2,4,-4,0,0,-8,0,6
CC(C)CCN1CCN(Cc2cccn2-c2ccccn2)CC1CCO (centres undefined),13,1,-3,23,8,0,6,14
COc1c(C)c2c(c(O)c1C/C=C(\C)CCC(=O)O)C(=O)OC2,8,i,-14,7,8,15,-7,-2
N#CCCn1cc(/C=N/O)c(-c2ccc(-c3ccccc3)cc2)n1,-20,7,-6,-15,4,41,-3,-1
O=c1c2[nH]c3ccccc3c2ncn1CCN1CCOCC1,-2,-2,-8,-2,-14,-18,3,-10
CC(=O)c1cccc(N(C(=O)c2ccco2)C(C(=O)NC2CCCC2)c2ccccc2F)c1 (centres undefined),22,24,8,1,8,6,3,4
O=C(CSc1nc2scc(-c3ccccc3)c2c(=O)[nH]1)N1CCOCC1,-5,8,-8,3,-1,12,4,18
CN(CCc1ccccn1)c1ncnc2[nH]ncc12,12,-12,5,-11,8,-12,6,21
CC(=O)c1sc2nc(-c3ccco3)ccc2c1N,-3,-15,0,-13,-3,-1,-1,-2
O=C(Nc1ccc([N+](=O)[O-])cc1)c1cncc(Br)c1,9,-1,-6,-8,-4,9,7,4
CC(=O)Nc1ccc(S(=O)(=O)N2CCN(C(=O)N3CCCC3)CC2)cc1,12,11,1,-14,2,-2,2,8

# Hits appear at their usual frequency (roughly 3% active in at least one column).
